KDM5B inhibitor = KDM5B demethylase inhibition; KDM5B demethylase, FDH-coupled NADH fluorescence (FDH is formaldehyde dehydrogenase); Potency, µM (series often up to 57.7 µM), inactives show at the top dose activity change, negative = inhibition, hits mostly inhibitors; hit rate 2.6% among 220,000; AID 1347165; active means well fitted inhibition curve with a large enough effect; inconclusive means small, poorly fitted or top-dose-only effect; inactive means no such curve, though single readings can be large or run the other way; further: 0% is about no effect; nearly all actives have a fitted effect of over 70% in size
Target sequence (Q9UGL1 whole entry, looked up): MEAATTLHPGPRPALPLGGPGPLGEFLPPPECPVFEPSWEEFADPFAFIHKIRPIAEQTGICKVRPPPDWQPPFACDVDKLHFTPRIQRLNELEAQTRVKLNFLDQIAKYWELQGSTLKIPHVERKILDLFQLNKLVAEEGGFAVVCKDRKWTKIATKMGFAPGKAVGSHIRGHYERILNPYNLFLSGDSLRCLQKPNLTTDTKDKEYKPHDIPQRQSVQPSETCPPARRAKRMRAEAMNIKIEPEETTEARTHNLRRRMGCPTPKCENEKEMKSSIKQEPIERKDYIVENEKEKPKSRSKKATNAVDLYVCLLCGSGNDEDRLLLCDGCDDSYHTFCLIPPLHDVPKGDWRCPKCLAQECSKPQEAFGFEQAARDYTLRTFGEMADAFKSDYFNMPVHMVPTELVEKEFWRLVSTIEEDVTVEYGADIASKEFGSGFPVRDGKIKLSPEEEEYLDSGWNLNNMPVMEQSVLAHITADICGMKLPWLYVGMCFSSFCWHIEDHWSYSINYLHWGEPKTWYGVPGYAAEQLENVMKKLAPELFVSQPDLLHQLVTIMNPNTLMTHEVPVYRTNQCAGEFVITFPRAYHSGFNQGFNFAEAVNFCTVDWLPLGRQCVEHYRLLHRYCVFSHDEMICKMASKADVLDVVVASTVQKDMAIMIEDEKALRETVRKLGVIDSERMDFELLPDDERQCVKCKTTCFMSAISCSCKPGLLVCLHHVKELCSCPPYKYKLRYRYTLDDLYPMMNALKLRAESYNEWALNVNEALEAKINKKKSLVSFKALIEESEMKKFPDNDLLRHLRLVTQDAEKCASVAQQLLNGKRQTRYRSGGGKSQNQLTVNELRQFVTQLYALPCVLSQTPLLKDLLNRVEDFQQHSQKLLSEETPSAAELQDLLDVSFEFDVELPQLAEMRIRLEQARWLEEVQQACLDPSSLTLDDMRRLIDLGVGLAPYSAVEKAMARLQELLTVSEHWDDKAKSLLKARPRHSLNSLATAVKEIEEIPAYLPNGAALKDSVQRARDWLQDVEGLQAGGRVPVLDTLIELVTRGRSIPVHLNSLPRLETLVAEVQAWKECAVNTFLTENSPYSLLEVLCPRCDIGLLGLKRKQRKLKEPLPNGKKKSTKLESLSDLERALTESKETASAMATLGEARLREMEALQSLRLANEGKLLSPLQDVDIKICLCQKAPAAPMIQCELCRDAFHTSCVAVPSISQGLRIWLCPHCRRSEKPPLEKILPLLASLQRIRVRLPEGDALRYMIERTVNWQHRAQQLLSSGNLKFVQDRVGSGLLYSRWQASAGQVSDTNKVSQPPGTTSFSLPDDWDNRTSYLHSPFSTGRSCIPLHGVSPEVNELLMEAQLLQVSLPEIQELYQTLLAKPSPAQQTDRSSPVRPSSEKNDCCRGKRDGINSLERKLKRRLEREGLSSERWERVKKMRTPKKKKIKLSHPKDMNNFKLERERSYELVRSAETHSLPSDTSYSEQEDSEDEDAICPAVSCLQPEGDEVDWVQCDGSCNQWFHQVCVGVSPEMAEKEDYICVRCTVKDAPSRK
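Inhibition is measured as reduced NADH fluorescence generation from FDH coupling to formaldehyde release. Truncated KDM5BΔAP at 200 nM final acts on H3K4me3 peptide (12.5 µM in substrate mix) in pH 7.5 HEPES buffer with Tween-20, 30 min, room temperature.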
An asterisk follows results filed as active; i = inactive; ? = inconclusive; & = joins results of further samples; [ ] = dose if it differs, or a comment. Potency means the concentration at half of the fitted maximal effect. The list is partial (hit frequency here may not be typical).

SMILES | KDM5B inhibitor
C#CCNC(=O)c1nccnc1N | ?
CCOC(=O)c1sc2ccccc2c1S(=O)(=O)Nc1cc(OC)ccc1OC | 0%
COC(=O)[C@@H]1Cc2c([nH]c3ccccc23)[C@H]2C[C@@H](NCCCn3ccnc3)C[C@@H](c3cccc(Cl)c3)N21 | ?
COCCNC(=O)[C@@H]1C[C@H](Oc2ccccc2)CN1C(=O)c1ccc(OC)cc1OC | -9%
Cc1cnc(-c2ccccc2)n1CCNC(=O)c1cccnc1 | -16%
COc1ccc(-c2noc([C@@H]3C[C@@H](O)CN3Cc3cccc(C#N)c3)n2)cc1 | 7%[86.2 µM]
COC1C(=O)N(c2cccc(F)c2)C12CCN(C(=O)C1CCCC1)CC2 (configuration not stated) | -12%
COc1cccc(N2CCN(C(=O)c3cc4c(s3)CN(C3CCCC3)C4)CC2)c1 | ?
Cc1cc(Oc2c(C(F)(F)F)oc3c(CN4CCC(C)CC4)c(O)ccc3c2=O)cc(C)c1Cl | -8%
CN1CC(=O)N(C2CCC2)Cc2c1ncnc2N1CCC(O)CC1 | -11%[86.2 µM]
Cc1ccc(-n2nc(-c3noc(C(=O)NCc4cccnc4)n3)c(=O)n(C)c2=O)cc1 | -10%
CCOc1ccc(OCC)c(NC(=O)C2CCN(S(=O)(=O)c3cn(C)cn3)CC2)c1 | 11%
Cc1cccc(CN2C[C@@H](C(=O)O)C[C@H](C(=O)N3CCN(C)CC3)C2)n1 | ?
O=C(c1ccc(F)cc1Cl)N1CCC2(CC1)NC(=O)N(Cc1ccccc1)C2=O | 24%
COc1ccc(NC(=O)CSc2nc3ccccc3n2CC(=O)N(C)C2CCCCC2)cc1 | 5%
Cc1ncc(Cl)c(C(=O)N2CCCn3nc(CO)cc3C2)n1 | 39%[activator]
Cc1noc(C)c1CN1CCN(c2ccc(F)cc2)CC1 | 6%
CCC(=O)N(C1CCOCC1)C1CCN(S(=O)(=O)c2ccccc2CC)CC1 | -11%
O=C(Cc1ccc(NC(=O)N2CCSc3ncccc32)cc1)NCc1ccccc1 | ?
O=C(COC(=O)c1ccc2c(c1)NC(=O)CS2)NCc1ccccc1 | -2%
Cc1[nH]c2ccccc2c1C(=O)C(=O)NCCNC(=O)C1CCCC1 | 12%
O=C(Nc1ccc2nc(SCc3ccc(I)cc3)sc2c1)C1CCCCC1 | 16%
CN1CCN(C(=O)CN(Cc2ccc(Cl)c(Cl)c2)S(=O)(=O)c2ccccc2)CC1 | -5%
O=C(O)C(c1c[nH]c2ccc(Cl)cc12)N1CCN(Cc2ccccn2)CC1 (configuration not stated) | 2%
O=C(NCc1ccccc1CN1CCOCC1)c1cc(-c2ccco2)nc2ccccc12 | ?

Among those listed so far, these contain a COOH group:
SMILES | KDM5B inhibitor
Cc1cccc(CN2C[C@@H](C(=O)O)C[C@H](C(=O)N3CCN(C)CC3)C2)n1 | ?
O=C(O)C(c1c[nH]c2ccc(Cl)cc12)N1CCN(Cc2ccccn2)CC1 (configuration not stated) | 2%

Following part:
SMILES | KDM5B inhibitor
Cc1cc(C(C)(C)C)ccc1OCC(O)Cn1cnc2sccc2c1=O (configuration not stated) | -12%
CC(C)(C)c1oc(C(=O)O)cc1CN1CCOCC1 | -26%
COc1ccccc1CC(=O)N1CCc2c(nc3cc(-c4ccccc4Cl)[nH]n3c2=O)C1 | -23%
CC(C)Cn1cnc2c1c(=O)n(CC(=O)N1CCc3ccccc31)c(=O)n2Cc1ccccc1 | 5%
CC[C@H]1CN(C(=O)c2ccc(F)cc2)CC[C@H]1CC(=O)Nc1ccccc1 | 23%[86.2 µM]
O=[S+]1([O-])NC2(CCN(Cc3ccoc3)CC2)COc2ccccc21 | -4%[115 µM]
Cc1cccc(C(=O)N2CCCC(c3noc(COc4ccccc4F)n3)C2)c1 (configuration not stated) | 5%
Cc1ccccc1N1CCN(C(=O)c2cc3n(n2)CC(c2ccc(Cl)cc2)OC3)CC1 (configuration not stated) | -23%
COc1ccc(S(=O)(=O)N2CCCCC2)cc1NC(=O)CCOc1cc(C)ccc1C | 30%
O=C(NC1CC1)C1COC2(CCN(C(=O)c3ccc(F)cc3)CC2)N1C(=O)c1cccc(F)c1 (configuration not stated) | -2%
CN(C)S(=O)(=O)N1CCC(c2cc(-c3ccccc3)n[nH]2)CC1 | 12%
O=C(CCc1cc(Cl)no1)N(CCS(=O)(=O)N1CCOCC1)Cc1ccncc1 | ?
CCOC(=O)c1c(S(=O)(=O)N2CCC(C(=O)Nc3cccc(C#N)c3)CC2)c(C)n(C)c1C | -17%
O=C(CCn1cncn1)N1CCC2(CC1)[C@H](O)C[C@@H]2OCCO | -5%
CCCCn1cnc2c1c(=O)n(CC(=O)NC1CC1)c(=O)n2CCC | -9%
O=C(c1cc(F)c(F)c(F)c1F)N(C1CCCCC1)C1CCCCC1 | 22%
CCCN(c1ccc(OCC)cc1)c1nc(C(=O)OCC)nc2ccccc12 | ?
O=C(c1ccc2c(c1)N(Cc1ccc(Cl)cc1)C(=O)c1ccccc1S2(=O)=O)N1CCOCC1 | -1%
O=C1OCC2(CCN(Cc3ccn[nH]3)C2)N1Cc1ccccc1 (configuration not stated) | 17%[86.2 µM]
Fc1ccc(-c2noc([C@@H]3Cc4nc[nH]c4CN3Cc3cc4ccccc4o3)n2)cc1Cl | 28µM*
O=C(c1ccc(Cl)cc1)N1CC2(CCN(CC3CC3)CC2)Cc2ccccc21 | -10%[115 µM]
Cc1cccc(N2CCN(C(=O)CN3C(=O)COc4ccc(S(=O)(=O)N5CCCCCC5)cc43)CC2)c1C | -26%
COc1ccc(OC)c(CCNC(=O)Cn2ncc3c([nH]c4ccccc43)c2=O)c1 | -9%
Cc1ccc(CNC(=S)NC2CCCCC2)cc1 | 6%
COc1ccc2cc(CNC3CCCc4ccccc43)ccc2c1 (configuration not stated) | -4%

4 entries from above, reformatted.
O=C(NC1CC1)C1COC2(CCN(C(=O)c3ccc(F)cc3)CC2)N1C(=O)c1cccc(F)c1 (configuration not stated)
  KDM5B inhibitor: -2%
O=C(c1cc(F)c(F)c(F)c1F)N(C1CCCCC1)C1CCCCC1
  KDM5B inhibitor: 22%
COc1ccc2cc(CNC3CCCc4ccccc43)ccc2c1 (configuration not stated)
  KDM5B inhibitor: -4%
O=C1OCC2(CCN(Cc3ccn[nH]3)C2)N1Cc1ccccc1 (configuration not stated)
  KDM5B inhibitor: 17%[86.2 µM]

Later entries.
SMILES | KDM5B inhibitor
COc1cccc(N2CCN(C(=O)c3cc(-c4ccccc4)nc4c3cnn4C(C)C)CC2)c1 | ?
Cc1cccc(C)c1NC(=O)Cn1nnc(C(=O)Nc2c(C)cccc2C)c1N | -7%
COc1ccc(C2CC(=O)Nc3c2c(C)nn3-c2ncnc3nc[nH]c23)cc1OC (configuration not stated) | -5%
CN1CCC2(C1)CN(Cc1ccccc1)c1ccc(C(=O)NCCc3ccccn3)cc12 (configuration not stated) | ?
COCc1nc(CCNC(=O)CCCc2cn(Cc3ccccc3Cl)c3ccccc23)no1 | -23%
Cc1csc(SCc2cc(Cl)c3c(c2)OCCO3)n1 | 14%
O=C(CN1CCN(CC(=O)Nc2ccc(F)cc2)CC1)NCCc1c[nH]c2ccccc12 | 10%
COCC(C)n1c(COc2ccccc2F)nnc1SCC(=O)OC(C)(C)C (configuration not stated) | 7%
Cc1ccc2oc(=O)cc(CN(Cc3ccccc3)Cc3ccco3)c2c1 | -23%
Cc1ccc(S(=O)(=O)Nc2ccc(N3CCOCC3)cc2)cc1C | -3%
CN(C)C[C@@H]1CN(S(C)(=O)=O)C[C@H]1NC(=O)c1ccccc1C(F)(F)F | -4%
O=C(Nc1cccc(-c2nc3ccccc3o2)c1)c1cc([N+](=O)[O-])ccc1N1CCOCC1 | 13%&-10%
COc1cc(-c2onc(C)c2C(=O)NCCCc2ccccc2)cc(OC)c1OC | ?
Cc1ccc(C(=O)N(CC#N)C2CC2)s1 | 12%
CCN1c2cc(C(=O)Nc3cc(F)cc(F)c3)ccc2C(=O)N2CCCCCC21 (configuration not stated) | ?
CCN(CC)c1ccc(/C=N/NC(=O)CNC(=O)C2COc3ccccc3O2)c(O)c1 (configuration not stated) | ?
CCOC(=O)c1ccccc1NC(=O)Cn1c(=O)n(-c2ccc(CC)cc2)c(=O)c2c(C)c(C(=O)N(C)C)sc21 | -17%
NC(=O)c1cccc2[nH]c([C@H]3CCN(Cc4ccccn4)C3)nc12 | ?
CCOc1ccc(C(=O)Nc2ccc(-c3nnc4n3CCCC4)cc2)cc1 | 33%[activator]
C=CCN1C(=O)COc2ccc(NC(=O)c3cc(=O)c4cccc(C)c4o3)cc21 | 11%
O=C(Cc1cccc(F)c1)N1C[C@@H](CO)[C@H](c2nc(C3CC3)no2)C1 | 29%
COCCN1CC(CO)C2(CCN(C(=O)CCn3cc(C)cn3)CC2)C1 (configuration not stated) | ?
CCc1ccc(C(=O)c2cnc3ccc(F)cc3c2S(=O)(=O)c2ccccc2)cc1 | -1%
CCc1ccc(NC(=O)N(Cc2c[nH]c3ccccc23)C2CCCCC2)cc1 | 7%
CCOc1ccc(N(CC(=O)NCCOc2ccc(C)cc2)S(=O)(=O)c2ccccc2)cc1 | 0%

Entries shown so far that have two or more sulfur atoms, in the order listed:
SMILES | KDM5B inhibitor
CCOC(=O)c1sc2ccccc2c1S(=O)(=O)Nc1cc(OC)ccc1OC | 0%
O=C(Nc1ccc2nc(SCc3ccc(I)cc3)sc2c1)C1CCCCC1 | 16%
Cc1csc(SCc2cc(Cl)c3c(c2)OCCO3)n1 | 14%

Remaining list, next part
SMILES | KDM5B inhibitor
O=C(c1ccc(S(=O)(=O)N2CCOCC2)cc1)N1CCc2ccccc21 | -14%
CNC(=O)c1noc(CN2CCCC(CCc3ccccc3C(F)(F)F)C2)n1 (configuration not stated) | -29%
C[C@H]1CCCN1C(=O)c1nnc(COc2ccccc2)n1-c1ccccc1 | 27%[86.2 µM]
Cc1cc(C)n(Cc2ccc(-c3nc(C)no3)cc2)n1 | 35%
CCN1C(=O)c2ccccc2S(=O)(=O)c2ccc(C(=O)NCc3ccccc3)cc21 | -7%
CC(=O)c1ccc(OCc2ccc3c(c2)OCO3)cc1 | -5%
O=C(NCCc1ccccc1)c1cnc2c(c1)N(C(=O)Cc1cccc(C(F)(F)F)c1)CCC2 | -4%
COCc1cc(N2CCN(Cc3ccccc3C#N)CC2)ncn1 | ?
N#Cc1nc(-c2ccc(Cl)cc2)oc1NCC1CCCO1 (configuration not stated) | i
COc1ccccc1C(=O)N(C1=NC(C)CS1)c1ccc(Cl)cc1 (configuration not stated) | -13%
O=C(c1cc(-c2ccccc2)nc2ccccc12)N1CCOCC(CO)C1 (configuration not stated) | -29%
C=CCNc1nc(C(=O)OCC(=O)NCC(=O)Nc2c(C)cccc2C)cs1 | -11%
COc1ccc(-c2cc(N3CCN(C(=O)c4cccc(Br)c4)CC3)n[nH]2)cc1 | -6%
Cc1ccc(NC(=O)CCc2ncc(-c3ccccc3)o2)cc1 | 19%
CC(=O)c1sc2nc(-c3ccco3)ccc2c1N | ?
Cc1ccc(-c2cc(C(=O)NCc3ccco3)c3ccccc3n2)s1 | ?
CCc1ccc(-c2nc3c(c(=O)[nH]c(=O)n3Cc3ccccc3)n2CC2CCCO2)cc1 (configuration not stated) | ?
O=C(CN1CCC(C(=O)N2CCOCC2)CC1)N1CCN(c2ccccc2)CC1 | 6%
COc1ccc(-c2nc3ccccc3o2)cc1NC(=O)COc1ccc(C)cc1 | -5%
C=C(C)CC1C(Br)=CCC[N+]1(C)C (configuration not stated) | 11%
Cc1cn2nnc(C(=O)N3CCC(C(=O)Nc4cccc(Cl)c4)CC3)c2c(=O)[nH]1 | -8%
COc1ccccc1C(=O)N1CCC2(CNc3ccccc3[S+](=O)([O-])N2)C1 (configuration not stated) | 1%
Cn1c(=O)c(=O)n(C)c2cc(S(=O)(=O)N3CCN(c4ccc(F)cc4)CC3)ccc21 | -14%
CN1CCCCC(CC(=O)Nc2ccc(N3CCOCC3)cc2)C1=O (configuration not stated) | ?
CCOCC(=O)N1CCCN(C(=O)C2CC2)c2ccccc21 | 5%

Printed as active in KDM5B inhibitor, of those listed so far:
SMILES | KDM5B inhibitor
Fc1ccc(-c2noc([C@@H]3Cc4nc[nH]c4CN3Cc3cc4ccccc4o3)n2)cc1Cl | 28µM*

(more compounds)
SMILES | KDM5B inhibitor
Cc1ccc(CC(=O)N(C)CC(=O)Nc2ccccc2C(F)(F)F)cc1 | ?
CC(=O)Nc1cccc(NC(=O)CSc2nccn2Cc2ccc3c(c2)OCO3)c1 | -21%
Cc1cc(=O)oc2cc(OCC(=O)NCCc3ccc(S(N)(=O)=O)cc3)ccc12 | ?
COc1ccc(NC(=O)[C@@H]2C[C@@H](c3ccc(F)cc3)N(Cc3ccccc3)C2)cc1OC | -29%[86.2 µM]
Cc1ccc(C)c(S(=O)(=O)N2C[C@@H](F)C[C@H]2C(=O)N2CCCCC2)c1 | -12%
Cc1ccc2nc(/C(C#N)=C/c3ccc(-c4ccc(C)c(Cl)c4)o3)[nH]c2c1 | 8%
Cn1nc(-c2nncn2CC2CC2)c2c1CCN(C(=O)Cc1c[nH]c3ccccc13)C2 | ?
CC1CCCCC1NC(=O)CS(=O)Cc1coc(-c2ccc(F)cc2)n1 (configuration not stated) | 13%
CN(Cc1cccnc1)C(=O)CCC[C@@H]1[C@H]2CCCN3CCC[C@@H](CN1C(=O)c1cccnc1)[C@@H]23 | -13%
O=c1[nH]c(C2CCCN(Cc3cccc(-c4ccsc4)c3)C2)nc2ccc(F)cc12 (configuration not stated) | ?
CCCCC(=O)NC(=O)NC(c1ccccc1)c1ccccc1 | 14%
Cc1cccc(C(=O)Nc2ccc(-c3nc4ccccc4s3)cc2Cl)c1 | ?
O=C1NCCOCCN(C(=O)c2ccccn2)[C@H]2CCC[C@@H]12 | 27%
CC(C)(C)c1[nH]c2c(F)cccc2c1C=O | 13%

Source: PubChem BioAssay
